ELG1 genotox: genotoxicity induction in ELG1-luciferase HEK293T cells. Potency, µM (doses to about 46 µM), for the others: at the top dose activity change, positive = activation, actives largely listed as activators. HEK293T ELG1-luciferase reporter, luminescence, 16 h. 330,000 tested, 1.3% active; further: % of control where 0% means no effect; nearly all actives have a fitted effect of over 60% in size
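After overnight (16 hr) compound treatment at 37 °C, ELG1-luciferase HEK293T cells were lysed with ONE-Glo; luminescence quantified 30 min later at room temperature.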
MBNL1 CUG block: inhibitors of human MBNL1 binding to CUG repeat RNA; Q9NR56; TR-FRET MBNL1-His/biotin-(CUG)12 binding, 665/545 ratio; Potency, µM (series often up to 57.5 µM), for the others: at the top dose activity change, negative = inhibition, most hits filed as inhibitors; 280,000 tested, 0.036% active; active means well fitted inhibition curve with a large enough effect in the signal ratio, with a control signal flat, not every such curve was filed as active; inconclusive means small, poorly fitted or top-dose-only effect, or effect the other way, or a change in a side signal; inactive means no such curve, though single readings can be large or run the other way; the % refers to the signal ratio; further: on the % scale 0 is the no-effect control and ±100 the full control effect
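Compound titration spanned 92 nM–58 uM against the MBNL1-His/biotin-(CUG)12 complex. After 60 min at room temperature with 5 nM streptavidin-XL665 and 0.055 ng/ul terbium anti-His, ratiometric 665/545 nm emission (Ex 340 nm) normalized to controls.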
Rab9 prom act: activators of Rab9 promoter; Huh7 Rab9 promoter-luciferase reporter, luminescence, 24 h; Potency, µM (doses to about 9.22 µM), without a hit: top-dose activation, negative = inhibition, actives largely listed as activators; 320,000 tested, 2.8% active; AID 485297; further: % of control where 0% means no effect; nearly all actives have a fitted effect of over 60% in size
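Measured in stably transfected Huh7 cells bearing a Rab9 promoter–luciferase construct: 24 h compound treatment at 37 °C, followed by luminescence detection.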
RORgamma inh: blocks mouse ROR gamma transcriptional activity; P51450; Drosophila S2 Gal4-RORgamma UAS-luciferase reporter, 20 h; Potency, µM (top dose mostly 53.6 µM), without a hit: top-dose activity change, negative = inhibition, actives largely listed as inhibitors; 310,000 tested, 5.4% active; further: on the % scale 0 is the no-effect control and ±100 the full control effect; nearly all actives have a fitted effect of over 60% in size
Target sequence (P51450 whole entry, looked up, the tested form may be a part): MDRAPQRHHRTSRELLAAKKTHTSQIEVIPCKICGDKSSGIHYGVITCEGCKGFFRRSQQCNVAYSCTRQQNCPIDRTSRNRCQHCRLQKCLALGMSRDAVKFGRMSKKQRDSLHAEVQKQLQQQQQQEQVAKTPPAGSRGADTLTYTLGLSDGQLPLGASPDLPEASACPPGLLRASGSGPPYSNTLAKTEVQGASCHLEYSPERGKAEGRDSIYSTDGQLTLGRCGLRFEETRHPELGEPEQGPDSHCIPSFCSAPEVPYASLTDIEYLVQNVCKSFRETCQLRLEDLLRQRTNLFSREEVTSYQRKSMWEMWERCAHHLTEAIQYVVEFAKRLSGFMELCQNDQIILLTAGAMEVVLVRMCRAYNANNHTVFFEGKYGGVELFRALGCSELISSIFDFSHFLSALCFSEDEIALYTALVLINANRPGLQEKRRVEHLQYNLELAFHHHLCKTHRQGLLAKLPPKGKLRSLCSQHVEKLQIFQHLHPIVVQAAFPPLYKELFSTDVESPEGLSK
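Stably transfected Drosophila Schneider cells are the test system, with ROR gamma fused to Gal4 and luciferase under UAS control; luminescence is read after 20 hr of 700 uM copper sulfate induction at ambient temperature.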
FLuc modulator: inhibits or activates purified firefly luciferase, miR-21 counter-screen; purified FLuc, Km substrates, luminescence inhibition; Potency, µM (titrated, usually from 57.5 µM), for inactives: at the highest dose activity change, negative = inhibition, actives largely listed as inhibitors; 360,000 tested, 6.9% active;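 further: plate controls were vehicle for no effect and reference inhibitor for full effect; nearly all actives have a fitted effect of over 55% in size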
Target sequence (P08659 whole entry, looked up): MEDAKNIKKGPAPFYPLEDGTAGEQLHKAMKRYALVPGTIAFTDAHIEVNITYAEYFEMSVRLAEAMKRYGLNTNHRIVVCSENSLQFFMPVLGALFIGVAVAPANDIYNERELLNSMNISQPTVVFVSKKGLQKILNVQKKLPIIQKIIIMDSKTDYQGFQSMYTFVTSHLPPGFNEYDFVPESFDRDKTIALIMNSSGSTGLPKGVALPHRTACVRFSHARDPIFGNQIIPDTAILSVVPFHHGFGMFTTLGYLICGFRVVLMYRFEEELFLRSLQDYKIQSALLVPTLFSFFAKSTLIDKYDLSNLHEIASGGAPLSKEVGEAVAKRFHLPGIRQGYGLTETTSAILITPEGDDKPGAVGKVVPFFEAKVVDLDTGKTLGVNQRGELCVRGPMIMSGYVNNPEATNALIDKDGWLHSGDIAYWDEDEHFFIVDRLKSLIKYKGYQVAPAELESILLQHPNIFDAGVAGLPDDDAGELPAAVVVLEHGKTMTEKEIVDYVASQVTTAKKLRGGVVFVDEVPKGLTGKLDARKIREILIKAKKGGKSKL
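Biochemical qHTS of compounds, final roughly 60 µM downward over six points, against 10 nM purified firefly luciferase using Km concentrations of substrates (10 uM D-luciferin, 10 uM ATP) in Tris acetate pH 7.5 buffer; luminescence output.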
NPC1 prom act: activators of NPC1 promoter; Huh7 NPC1 promoter luciferase reporter, 24 h; Potency, µM (series often up to 9.22 µM), for inactives: at the top dose activation, hits mostly activators; 320,000 tested, 2.4% active; AID 485313;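 further: % of control where 0% means no effect; nearly all actives have a fitted effect of over 60% in size; reporter is driven by a mutant NPC1 promoter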
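Luminescence from an NPC1 promoter-driven luciferase reporter in stably transfected Huh7 cells was measured after 24 h compound treatment at 37 °C, followed by 10 min ambient incubation with luciferase detection reagent.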
BRCA1 expr act: BRCA1 expression activation. 380,000 tested, 1.1% active. AID 624202. MCF7-BRCA1-FFLuc reporter, luminescence, 48 h; response scale: scaled: vehicle 0%, 10 µM genistein 100%. Potency, µM (highest dose often 46.1 µM), for the others: at the highest dose activation, usual class: activators; further: nearly all actives have a fitted effect of over 80% in size; some results filed as inactive show a strong effect at the top dose
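48 h compound treatment of MCF7-BRCA1-FFLuc cells (phenol-red free MEM, 37 °C), then 15 min with luciferase substrate and luminescence imaging.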
uPA generation: cell surface uPA generation inhibition; Potency, µM (top dose mostly 38.3 µM), for inactives: at the top dose activity change, negative = inhibition, usual class: inhibitors; cell surface uPA generation assay, qHTS; AID 540303; 330,000 tested, 0.31% active; active means well fitted inhibition curve with a large enough effect; inconclusive means small, poorly fitted or top-dose-only effect; inactive means no such curve, though single readings can be large or run the other way; tested in mouse RAW 264.7 cells; further: on the % scale 0 is the no-effect control and ±100 the full control effect; nearly all actives have a fitted effect of over 55% in size
VP16 counter: counter-screen for ROR gamma inhibitors: Gal4-VP16 reporter; Potency, µM (titrated, usually from 53.6 µM), for the others: top-dose activity, negative = inhibition, usual class: inhibitors; AID 2546; 310,000 tested, 3.5% active; Drosophila S2 Gal4-VP16 UAS-luciferase, luminescence, 20 h;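 further: Gal4-VP16 expression switched on by copper sulfate through the metallothionein promoter; on the % scale 0 is the no-effect control and ±100 the full control effect; nearly all actives have a fitted effect of over 50% in size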
p53 reactivator: restores transcriptional activity of mutant p53. H1299 p53-A138V BP100-luciferase reporter, luminescence, 24 h. Potency, µM (doses to about 92.2 µM), inactives show top-dose activity change, positive = activation, usual class: activators. 320,000 tested, 0.063% active. AID 504706; further: % of control where 0% means no effect; nearly all actives have a fitted effect of over 45% in size
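p53-null H1299 cells stably carrying temperature-sensitive p53-A138V and a BP100-luciferase reporter were pinned with compounds (4-point, 1:5 series) and held 24 hrs at 37 deg C. Luminescence was read 10 min after detection reagent.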
The depositor's hits bear a star; ? = inconclusive; . = no result given; & = joins results of further samples; [ ] = another dose, or the depositor's remark. Unless noted, the call rests on the fitted dose curve; in most records, active means well fitted curve in the direction sought with a large enough effect; inconclusive means small, poorly fitted or top-dose-only effect, or another doubt; inactive means no such curve, though single readings can be large; an effect the other way counts as inactive or inconclusive. Potency means the concentration at half of the fitted maximal effect. Hits appear at their usual frequency; any-hit rate near 13%.

| Structure | p53 reactivator | RORgamma inh | ELG1 genotox | MBNL1 CUG block | uPA generation | NPC1 prom act | Rab9 prom act | VP16 counter | BRCA1 expr act | FLuc modulator |
| --- | --- | --- | --- | --- | --- | --- | --- | --- | --- | --- |
| Cc1nc(/C(N)=N/OC(=O)c2ccccc2Cl)c(C(F)(F)F)o1 | ? | -20.4% | ? | . | -9.4% | ? | ? | -0.7% | 11.2µM* | 10.7µM* |
| O=C(COC(=O)c1ccc[nH]c1=O)NCCc1ccc(Cl)cc1Cl | 6.5% | -5.7% | ? | -9.1% | -4.2% | 0.398µM* | 0.501µM* | -27.1% | 45.2% | 10.7µM* |
| O=C(COC(=O)/C=C/c1ccc(Cl)c(Cl)c1)NC1CCCC1 | -6.8% | . | -0.2% | . | -8.5% | -2.3% | -1.1% | . | 0.0% | 1.0% |
| Cc1ccc(NC(=O)CSCC(=O)Nc2cc(Cl)ccc2N2CCN(C)CC2)cc1 | -4.3% | . | 5.5% | . | 6.3% | -5.4% | 0.7% | . | -16.1% | 2.0% |
| CC(Sc1nnc2ccccn12)C(=O)Nc1ccc2c(c1)OCCO2 (stereo not drawn) | 13.2% | 15.6% | ? | ? | 5.1% | 14.4% | 18.9% | 19.8% | 31.3% | -19.2% |
| CCOC(=O)Cc1csc(SCC(=O)NC2CCC(C)CC2)n1 (stereo not drawn) | 0.1% | . | 0.4% | . | -2.1% | -1.1% | 0.5% | . | 18.1% | -4.7% |
| Cc1ccc(Cl)c(OCC(=O)OCC(=O)c2ccc[nH]2)c1 | 5.4% | . | -1.1% | . | 7.8% | . | . | . | 3.0% | . |
| CCc1ccc(N(CC(=O)NCc2cccnc2)S(=O)(=O)c2ccccc2)cc1 | ? | 14.1µM* | 10.9% | ? | -4.2% | 2.82µM* | 3.55µM* | 14.1µM* | 0.7% | 0.135µM* |
| Cc1cc(=O)oc2cc(OCC(O)CN3CCc4ccccc4C3)ccc12 (stereo not drawn) | 8.0% | -6.6% | -0.1% | 1.4% | 0.2% | -2.8% | 2.6% | 1.1% | 11.2% | 0.8% |
| C[C@@H]1O[C@@H](O[C@H]2[C@H](O)[C@@H](O)[C@H](Oc3c(-c4ccc(O)cc4)oc4cc(O)cc(O)c4c3=O)O[C@@H]2CO)[C@H](O)[C@H](O)[C@H]1O | -1.5% | . | 1.6% | . | 12.7% | . | . | . | 0.7% | . |
| N#Cc1ccc(CN2CCN(C(=O)CNC(=O)Cc3ccccc3)CC2)cc1 | 5.4% | . | -3.9% | . | 10.7% | 2.0% | 0.2% | . | -21.2% | 3.0% |
| Cn1cc(S(=O)(=O)Nc2cccc(F)c2)c(=O)n(C)c1=O | 0.4% | 7.4% | -8.4% | -8.8% | -1.2% | -1.6% | 2.1% | -4.9% | 0.9% | -2.1% |
| CCOC(=O)C1=C(CN2CCc3ccccc32)NC(=O)NC1c1ccc(Cl)cc1 (stereo not drawn) | -6.4% | 36.2% | -12.0% | -3.8% | . | 4.9% | 2.3% | -25.7% | -72.6% | 4.9% |
| CCN(CC)CCOC(=O)C1(c2ccc(OC)c(OC)c2)CCCC1 | 1.5% | -41.1% | 1.1% | -11.6% | . | 5.5% | 1.1% | -16.8% | -26.8% | 0.5% |
| C#CCOCCOCCOCCNc1nc(N2CCN(C(=O)[C@H](CCCCN)n3cc([C@@H](N)C(C)CC)nn3)CC2)nc(N2CCN(C(=O)[C@H](Cc3cc4ccccc4[nH]3)n3cc([C@@H](N)C(C)CC)nn3)CC2)n1 (stereo partly drawn) | 11.3% | . | 1.1% | . | 4.1% | . | . | . | -6.0% | . |
| Cc1[nH]c(=O)[nH]c(=O)c1S(=O)(=O)N1CCCC(C(=O)N2CCC(Cc3ccccc3)CC2)C1 (stereo not drawn) | 2.8% | ? | -6.8% | ? | -9.8% | 0.6% | 3.1% | -2.0% | -14.5% | -1.2% |
| COc1ccc(S(=O)(=O)Nc2cc3c4c(c2)CC(=O)N4CCC3)cc1C | -6.6% | . | -1.6% | . | 8.1% | 1.7% | -5.6% | . | -48.6% | -0.5% |
| CCN1C(=O)CC(N2CCC(C(=O)N3CCOCC3)CC2)C1=O (stereo not drawn) | 1.0% | -37.1% | -0.7% | 1.5% | 1.4% | -0.2% | 7.3% | 1.6% | -12.5% | 2.9%[2.3 µM] |
| Cc1cc([N+](=O)[O-])nn1CCCC(=O)NCc1ccccc1 | 1.7% | 22.9%[10 µM] | 7.0% | . | -2.2% | -0.8% | -7.0% | -0.4% | 5.6% | -1.2% |
| CCN(CC)C(=O)CN(c1ccc(C)cc1)S(=O)(=O)c1ccc(SC)cc1 | -2.0% | 7.1% | -0.9% | -14.2% | 2.5% | -3.3% | 12.7% | -2.0% | -1.0% | 0.5% |
| COc1ccccc1N1CCN(S(=O)(=O)CCNC(=O)c2cc(=O)c3ccccc3o2)CC1 | 2.7% | 13.6% | -10.4% | 5.8% | -1.0% | -2.9% | -0.4% | 5.2% | 0.5% | 0.9%&-3.1% |
| Cc1ccc(C(=O)NNC(=O)c2ccc3c(c2)OCCO3)cc1 | ? | . | ? | . | -26.9% | ? | 3.98µM* | . | 6.31µM* | . |
| Cc1ccc(NC(=O)C2C3C=CC(O3)C2C(=O)O)c(C)c1 (stereo not drawn) | -17.1% | -6.4% | 2.9% | -8.8% | 3.1% | -0.2% | 0.0% | -1.2% | 1.7% | -12.2% |
| O=C(NNS(=O)(=O)c1ccccc1)Nc1ccc(F)cc1 | 13.3% | 8.8% | 1.3% | -3.4% | -8.1% | 1.9% | 5.3% | 2.5% | 9.2% | 2.1% |
| Cc1cccc(C(=O)Oc2ccc(/C=N/NC(=O)Cc3ccc([N+](=O)[O-])cc3)cc2)c1 | -2.3% | -4.7%[10 µM] | ? | . | -8.3% | -7.9% | -8.3% | ? | -6.0% | 0.0% |
| O=C(NCCCC(=O)N1CCOCC1)c1cccnc1 | -3.4% | 0.0%[10 µM] | 1.5% | 2.8% | 5.6% | 3.0% | -7.9% | -2.9% | -9.3% | 5.9% |
| CCC(C)c1ccccc1NC(=O)c1cc(C)no1 (stereo not drawn) | 3.7% | 22.6% | 1.7% | -9.8% | -1.2% | -3.4% | -0.7% | -14.3% | -0.6% | 0.6% |
| CCS(=O)(=O)c1ccc(O)c(NC(=O)COc2ccc(C)cc2)c1 | 5.3% | ? | 0.9% | ? | 2.8% | -5.3% | -7.7% | -7.7% | 0.8% | ? |
| O=C1CC(C(=O)Nc2ccc(O)c(C(=O)O)c2)C(c2ccccc2)O1 (stereo not drawn) | 0.5% | 26.5% | -1.6% | -6.3% | -2.8% | -0.2% | -2.3% | 1.1% | 12.8% | -1.5% |
| COc1ccccc1NS(=O)(=O)c1ccc(NC(=O)N2CCCCC2)cc1 | -20.2% | 8.4% | 8.1% | 2.3% | ? | -0.7% | 7.1% | -3.2% | -4.1% | 0.9% |
| COc1cc(NC(=O)Cc2ccccc2)ccc1NC(=O)c1ccccc1 | -13.1% | -2.1% | -3.7% | 0.6% | 2.2% | 2.3% | -0.7% | -8.9% | 1.3% | 8.5% |
| CC(C)C(=O)NC(NC(=S)Nc1ccc(S(N)(=O)=O)cc1)C(Cl)(Cl)Cl (stereo not drawn) | -3.2% | -6.8% | -0.4% | -12.2% | -1.9% | 1.5% | -9.7% | 1.1% | -2.5% | 6.5% |
| O=C(Nn1cnnc1)c1cc2c(s1)CCCCC2 | ? | -2.7% | ? | 11.6% | -28.3% | 15.3% | 18.4% | -8.9% | 0.8% | 6.75µM* |
| CCOC(=O)N1CCC(=NNc2nc3ccccc3s2)CC1 | 8.5% | ? | ? | -0.6% | -0.8% | 2.51µM* | 3.98µM* | ? | 58.4% | 3.38µM* |
| CC(=O)c1ccc(OCc2cc(C(=O)NCC3CCCCO3)no2)cc1 (stereo not drawn) | ? | 23.7% | -0.8% | -15.1% | -2.8% | 1.5% | 9.8% | -2.6% | 22.0% | -14.3% |
| COc1ccc(S(=O)(=O)CCc2nnc(NC(=O)c3ccc(F)cc3)s2)cc1 | 15.3% | -13.9% | 9.1% | -0.6% | -1.7% | -1.2% | -6.1% | -1.7% | 27.1% | 6.3% |
| CN(CC(=O)OCC(=O)NCC(F)(F)F)S(=O)(=O)c1ccc(Cl)cc1 | 4.8% | -4.4% | -0.1% | . | 0.3% | -7.5% | -0.9% | 4.9% | -17.4% | 1.7% |
| Oc1ccccc1/C=N/NC(=S)NC1CC2CCC1C2 (stereo not drawn) | 23.8% | 6.31µM* | 11.9% | 8.6% | -2.3% | 2µM* | 2.82µM* | 10µM* | -53.2% | 26.9µM* |
| O=C(CCN1C(=O)C2C3C=CC(C3)C2C1=O)NCC1CCCO1 (stereo not drawn) | -2.8% | ? | 0.9% | -4.0% | 3.6% | -2.7% | -6.8% | -4.7% | -5.0% | 3.6% |
| CCOc1ccc(Br)cc1CNc1ccc2c(c1)OCCO2 | -3.7% | 20.8% | 5.2% | -0.7% | 4.8% | 1.0% | -3.7% | 8.8% | -5.7% | -12.7% |
| Nc1ccc(S(=O)(=O)Nc2nc3ccccc3o2)cc1 | ? | 10.9%[1.91 µM] | 1.0% | -0.3% | 8.8% | 0.3% | 1.3% | -3.1% | -4.7% | -15.7% |
